# Source: PubChem
# GRIN3A LBD mod = binders of NR3A ligand-binding domain, primary screen, biophysical, differential scanning fluorimetry, uHTS; Glutamate receptor ionotropic, NMDA 3A (GRIN3A) ligand-binding domain; NR3A LBD differential scanning fluorimetry, Tm shift; 0% = protein alone, 100% = glycine-bound protein; Tm shift relative to glycine control, % at 25 µM; 340,000 compounds, 2.5% hits; AID 1259313, 2017;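 active = melting temperature shift of at least 10% of the positive control shift, at one fixed dose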
# MPTP inh = mitochondrial permeability transition pore inhibitors, primary screen, biochemical, isolated mouse mitochondria, absorbance | Ca2+ swelling absorbance, 30 min | inhibition, % at 10 µM | 360,000 compounds, 1.4% hits;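 active = inhibition of 50% or more, scaled per plate between neutral and stimulator controls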;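 note: 0% = DMSO wells given calcium and 100% = 1 mM EGTA wells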
# PfGluPho inh = PfG6PD enzyme inhibitors, primary screen, biochemical, fluorescence intensity, uHTS. inhibition, % at 20 µM. AID 504690, 2011. PfGluPho enzyme, NADPH resazurin-diaphorase fluorescence. 350,000 compounds, 0.78% hits. glucose-6-phosphate dehydrogenase-6-phosphogluconolactonase (Plasmodium falciparum 3D7);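 active = inhibition reaching at least a set limit at 20 µM in the primary screen, cut at about 59% in these data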;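 note: 0% = DMSO wells with substrate and 100% = DMSO wells lacking glucose-6-phosphate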
# SENP8 block = human SENP8 protease inhibitors, primary screen, biochemical, fluorescence, Nedd8 protein substrate, uHTS | Sentrin-specific protease 8 (Homo sapiens), Q96LD8 | recombinant SENP8 | inhibition, % at 20 µM | 360,000 compounds, 0.64% hits; in the data active = inhibition mostly above about 40%, no sharp cut-off; inactive = mostly below about 27%
# Target sequence (Q96LD8 whole entry, looked up): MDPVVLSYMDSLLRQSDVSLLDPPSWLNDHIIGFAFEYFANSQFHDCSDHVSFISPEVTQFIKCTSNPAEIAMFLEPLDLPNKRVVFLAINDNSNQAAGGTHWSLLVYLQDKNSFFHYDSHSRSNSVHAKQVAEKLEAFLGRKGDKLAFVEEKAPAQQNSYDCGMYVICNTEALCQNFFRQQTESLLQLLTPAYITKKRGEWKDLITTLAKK
# ATG4B inhibitor = ATG4B protease inhibitors, primary screen, biochemical, fluorescence, uHTS; ATG4B cleavage of LC3-PLA2, NBD-HPC fluorescence, 1 h; inhibition, % at 8.33 µM; 340,000 compounds, 0.51% hits; AID 504462, 2011; in the data active = inhibition above about 40%
# hIAP activ = human IAP activators, primary screen, biochemical, luminescence, uHTS; activation factor at 10 µM; AID 2524, 2010; Intestinal-type alkaline phosphatase (Homo sapiens), P09923; 330,000 compounds, 0.16% hits; purified human IAP, CDP-Star luminescence, 30 min; hits give high values; 1 = vehicle-only enzyme, 0 = enzyme-free background;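 active = activation factor of the enzyme at least 2-fold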; note: the source names both 10 and 20 µM as test concentration; values of inactives mirror those of a sister screen read the other way
# SENP6 block = SENP6 protease inhibitors, primary screen, biochemical, luminescence, uHTS; Sentrin-specific protease 6 (Homo sapiens), Q9GZR1; Recombinant SENP6 catalytic domain, aminoluciferin luminescence; inhibition, % at 10 µM; 330,000 compounds, 1.8% hits; AID 2599, 2010;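 active = inhibition above about 50% at the single tested dose, limit read from the data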;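 note: plate controls were DMSO wells with enzyme for no effect and DMSO wells lacking enzyme for full effect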
# Target sequence (Q9GZR1 628-1112 limits assumed): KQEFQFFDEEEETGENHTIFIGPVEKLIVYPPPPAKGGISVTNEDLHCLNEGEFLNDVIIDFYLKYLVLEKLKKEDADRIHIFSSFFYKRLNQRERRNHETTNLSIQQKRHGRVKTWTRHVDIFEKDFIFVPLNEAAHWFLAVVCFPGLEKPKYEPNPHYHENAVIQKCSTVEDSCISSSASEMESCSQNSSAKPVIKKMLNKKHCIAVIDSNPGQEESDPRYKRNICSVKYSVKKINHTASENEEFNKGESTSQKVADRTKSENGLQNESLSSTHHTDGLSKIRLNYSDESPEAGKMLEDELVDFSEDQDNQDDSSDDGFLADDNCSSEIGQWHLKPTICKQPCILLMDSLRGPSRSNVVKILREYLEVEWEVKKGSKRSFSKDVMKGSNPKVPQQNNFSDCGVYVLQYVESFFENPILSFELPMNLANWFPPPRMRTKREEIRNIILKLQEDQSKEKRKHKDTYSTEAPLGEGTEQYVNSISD
# SENP1 FRET inh = human SENP1 catalytic domain inhibitors, primary screen, biochemical, FRET, uHTS | 360,000 compounds, 0.21% hits | inhibition, % at 10 µM | recombinant SENP1 catalytic domain, CyPet-SUMO1-YPet FRET cleavage;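 active = inhibition at least 30% at 10 µM, raw YFP signal under a set limit, fluorescence ratio 0.5 to 1.5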;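 note: 0% = enzyme with DMSO and 100% = no enzyme wells; some results filed as inactive read as strong as hits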
# Target sequence (Q9P0U3 419-644 limits assumed): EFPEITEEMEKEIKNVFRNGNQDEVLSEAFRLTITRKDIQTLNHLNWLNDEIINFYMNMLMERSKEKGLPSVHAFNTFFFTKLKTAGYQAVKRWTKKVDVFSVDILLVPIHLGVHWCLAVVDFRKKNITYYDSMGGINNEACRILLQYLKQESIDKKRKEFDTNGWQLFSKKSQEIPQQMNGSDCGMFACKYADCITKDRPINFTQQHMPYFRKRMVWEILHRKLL
#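 Assay system – human recombinant His6-tagged SENP1 catalytic domain enzyme · Input – SENP1 enzyme, 20 pM final · Buffer or medium – Tris pH 8 buffer plus EDTA, NaCl, BME, BSA, NP40, catalase · Schedule – 50 min reaction at room temperature · Technique – FRET read of cyan and yellow fluorescence · Control set – no-enzyme wells low, DMSO-plus-enzyme wells high control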
# * = called active by the depositor; i = inactive; . = no result given.
No.	smiles	GRIN3A LBD mod	MPTP inh	PfGluPho inh	SENP8 block	ATG4B inhibitor	hIAP activ	SENP6 block	SENP1 FRET inh
1	CSc1nc2[nH]c3c(c2c2nncn12)CC(C)(C)OC3	1	-0.6	14	-46	-2	1.1	9	-3
2	COc1ccc(N(CC(=O)NCc2ccccc2C)S(=O)(=O)c2ccccc2[N+](=O)[O-])c(OC)c1	-1	-1.1	-1	-5	27	0.93	4	1
3	COc1ccc(NC(=S)Nc2ccc3nsnc3c2)cc1	24*	60*	89*	52*	-8	1.2	96*	-28
4	CC(C)(C)C(=O)c1cnc(Nc2ccccc2Cl)s1	6	1.9	5	-390	19	1.3	90*	-11
5	Cc1cc(NNC(=O)c2ccccc2)nc(NNC(=O)c2ccccc2)n1	0	0.0	7	14	-3	1.9	-3	2
6	CCN1CCN(c2ccc(S(=O)(=O)N3CCCCC3)cc2NC(=O)Cc2c(Cl)cccc2Cl)CC1	.	-0.4	.	7	.	1.2	-2	1
7	Cc1ccc(CCN2CC(C(=O)NCCCN(C)Cc3ccccc3)CC2=O)cc1 (stereo not drawn)	-1	-2.6	3	12	-7	1.1	-39	1
8	C=CCn1cn[nH]c1=S	-2	1.4	9	10	-3	1.1	-13	3
9	C#CCN1c2ccccc2Sc2cccnc21	.	0.3	-4	-25	16	0.84	3	0
10	COc1ccc(CNCCS(=O)(=O)NN2CCOCC2)cc1	17*	0.1	24	4	-2	.	.	2
11	COc1ccc(/C=C/C(=O)NC(=S)NNC(=O)Cc2cccs2)cc1	-17	7.6	-17	15	-5	1.4	-13	0
12	COCCN(C(=O)COC(=O)c1ccc(Br)o1)c1c(N)n(Cc2ccccc2)c(=O)[nH]c1=O	.	0.2	-1	12	.	.	.	0
13	CN(CC(=O)Nc1ccc(Cl)cc1)C1=NS(=O)(=O)c2ccccc21	2	-0.8	-1	2	-2	0.8	-19	1
14	CON/C=N/C(=S)Nc1ncc(C(F)(F)F)cc1Cl	-2	0.0	-12	15	-2	0.99	-9	1
15	CC(=O)Oc1cccc(N2C(=O)c3ccc(C(=O)Nc4cccnc4)cc3C2=O)c1	1	-3.7	-8	15	-11	0.95	6	2
16	CC(=O)c1ccc(NC(=O)c2ccccc2Sc2ncnc3sc(C)c(C)c23)cc1	-3	0.9	0	-1	-7	0.84	4	1
17	COC(=O)C1=C(O)C(C(=O)OC)C(c2ccc(C)cc2)C(C#N)(C#N)C1c1ccc(C)cc1 (stereo not drawn)	-1	-1.9	-2	10	3	0.92	15	1
18	NC(=O)C1CCN(c2ccc3c(c2)S(=O)(=O)c2ccccc2C3=O)CC1	0	0.7	1	-14	1	0.95	-4	-28
19	Cc1[nH]c2ccccc2c(=O)c1CNCc1ccccc1	.	0.1	1	-12	.	.	.	-1
20	COc1ccc(/C=N/N=C2/NC(=O)C(CC(=O)O)S2)cc1OCc1ccc(Cl)cc1Cl (stereo not drawn)	0	3.3	-6	-11	5	0.98	-5	4
21	CCOc1ccc(NC(=S)NCc2ccc3[nH]c(C)cc3c2)cc1	5	0.1	5	10	-9	0.96	7	-10
22	Cc1cn(C(=O)c2cccc(Br)c2)c(C)n1	4	0.3	-5	-5	-2	0.93	-4	2
23	CC(C)(C)C1CCC(OC(=O)CN2CCOCC2)CC1 (stereo not drawn)	-1	1.8	-11	19	1	1.2	6	3
24	CCN1C(=O)c2cccc3c(S(=O)(=O)Nc4ccccc4O)ccc1c23	-2	-2.2	57	-26	-12	0.79	-10	-9
25	CC(C)(C)c1ccc(-c2nnc3sc(-c4ccncc4)nn23)cc1	0	-1.3	49	-6	-12	0.86	1	-2

# Further results:
No.	smiles	GRIN3A LBD mod	MPTP inh	PfGluPho inh	SENP8 block	ATG4B inhibitor	hIAP activ	SENP6 block	SENP1 FRET inh
26	NC(=O)c1nsc(C(=O)N(Cc2cccnc2)C(C(=O)NCc2ccc(F)cc2)c2ccc(F)cc2)c1N (stereo not drawn)	0	0.0	4	-234	-4	0.92	-3	-8
27	NC(=O)C1CCN(C(=O)CSc2nc3ccccc3o2)CC1	3	-0.5	6	37	2	0.84	-9	1
28	Cc1cccn2c(=O)c3cc(C(=O)NCC4CCCO4)c(=N)n(CCN4CCOCC4)c3nc12 (stereo not drawn)	1	-1.0	5	i	-2	1	6	-22
29	c1ccc(-n2nnnc2NC2CCCCCC2)cc1	0	7.1	-6	5	-1	0.95	-14	2
30	COc1cc(/C=C/C2=NC(=O)C(C)(C)O2)ccc1O	-3	.	9	.	-3	0.92	5	.
31	Cc1cc2c(=O)n(C)c(SCC(=O)Nc3cccc(O)c3)nc2s1	-1	-0.2	7	19	-7	0.84	-3	-1
32	Cn1c2c(c(=O)n(C)c1=O)C(c1ccc(Cl)cc1)C(C#N)=C(N)O2 (stereo not drawn)	-5	0.1	-10	7	-11	0.98	-2	-6
33	C/C(=N\NC(=O)CN(c1ccc(C)cc1)S(C)(=O)=O)c1cccs1	0	0.1	-13	19	-4	1.1	-14	0
34	CSCCC(=O)Nc1ccc(C(C)=O)cc1	4	-0.1	-2	4	-2	1.2	-8	2
35	O=C(OCC(=O)c1c[nH]c2ccccc12)C1=COCCO1	-2	-0.8	5	0	-10	1.1	2	-1
36	CCOc1ccccc1CN1CCNC(=O)C1CC(=O)NCc1ccccn1 (stereo not drawn)	1	-0.4	-2	-15	-3	0.97	-6	-16
37	CC(NC(=O)Nc1ccc(O)cc1)(C(F)(F)F)C(F)(F)F	-4	4.1	12	78*	5	1.1	-12	0
38	CC(=O)NC(CC(=O)Nc1cccc(S(=O)(=O)N2CCCCC2)c1)c1ccccc1 (stereo not drawn)	3	-1.3	-2	15	2	1	-6	1
39	COc1ccc(Cc2nc3ccc(C(=O)NCCn4cccn4)cc3o2)cc1	0	0.5	-15	14	-1	1.1	-18	3
40	O=C(Nc1ccc([N+](=O)[O-])cc1)Nc1ccc(N2CCOCC2)c2nonc12	18*	96*	20	46*	4	0.71	8	6
41	Cc1nnc(SCC(=O)Nc2c(Cl)cccc2Cl)[nH]c1=O	-2	-2.2	-8	10	-10	0.86	13	3
42	Cc1cc(N/N=C/c2ccco2)c2ccccc2n1	-2	0.3	15	-269	-9	1	-2	1
43	Cc1ccc(-c2cc(C(=O)N3CCOCC3)c3ccccc3n2)cc1	-1	-0.2	11	-74	-12	1.1	2	-1
44	CC(/C=N/NC(=O)c1cccs1)=C\c1ccccc1	-7	-2.2	-2	-38	-5	0.96	3	-1
45	COc1ccc(S(=O)(=O)N2CCCC2)cc1Br	0	-2.0	-7	11	-2	1.1	-9	1
46	CCN1C(=O)[C@H]2[C@@H](c3ccc(-c4ccc(F)cc4)c(OC)c3)N[C@@](C)(C(=O)OC)[C@H]2C1=O	-3	-1.0	8	-57	-8	0.78	-11	-14
47	Cc1ccccc1CN(C)C(C)C(=O)NCc1ccccc1 (stereo not drawn)	-1	1.2	9	16	-3	.	.	2
48	COc1cc(NC(=O)C2CC(c3c(F)cccc3Cl)=NO2)cc(OC)c1OC (stereo not drawn)	5	3.5	16	11	8	1.1	11	-1
49	Cc1csc(=O)n1CCC(=O)OCC(=O)c1c(N)n(CC(C)C)c(=O)n(C)c1=O	2	-2.1	7	0	-12	0.96	-9	-5
50	Cc1cccc(-n2c(CNC(=O)c3ccc(S(=O)(=O)N(C)C)cc3)nnc2SCC(=O)Nc2ccc(F)cc2)c1	-10	1.0	5	8	-19	1	4	0

# MPTP inh: what is marked active above.
No.	SMILES	GRIN3A LBD mod	MPTP inh	PfGluPho inh	ATG4B inhibitor	hIAP activ	SENP6 block	SENP1 FRET inh
3	COc1ccc(NC(=S)Nc2ccc3nsnc3c2)cc1	24*	60*	89*	-8	1.2	96*	-28
40	O=C(Nc1ccc([N+](=O)[O-])cc1)Nc1ccc(N2CCOCC2)c2nonc12	18*	96*	20	4	0.71	8	6

# Other results follow:
No.	smiles	GRIN3A LBD mod	MPTP inh	PfGluPho inh	SENP8 block	ATG4B inhibitor	hIAP activ	SENP6 block	SENP1 FRET inh
51	O=C(Nc1ccccc1)c1ccc(-c2ccccc2Cl)o1	-3	1.3	52	12	-7	0.98	66*	1
52	COC(=O)c1c(C)[nH]c(C)c1-c1ccc(C)cc1	3	-3.5	-3	17	5	1	-6	0
53	COc1ccc(N2C(=O)C(Cl)=C(N(CCO)Cc3ccccc3)C2=O)cc1	2	-0.6	4	28	-15	0.98	26	1
54	Cc1noc(C)c1CSCC(=O)OCC(=O)Nc1sccc1C#N	-1	-0.8	14	-2	6	1	-38	-12
55	O=C(N/N=C/c1cccc(Br)c1)c1ccc(N2CCCC2=O)cc1	-9	0.4	10	11	8	1	12	2
56	O=C(NCC1COCCO1)C1CCN(S(=O)(=O)c2ccccc2)CC1 (stereo not drawn)	2	0.4	3	6	4	0.88	-4	-2
57	NC(=S)NN=C1CCCCC12CCCC2	-1	-0.4	0	13	-1	.	.	1
58	CCOC(=O)c1c(C)[nH]c(C(=O)CSc2nccc(C)n2)c1C	-2	3.3	1	7	0	1.1	1	-10
59	O=c1c2c(nc3n1CCCCC3)-c1ccccc1CC21CCCC1	2	-0.7	-14	5	2	1.1	-12	-1
60	O=C(c1ccco1)N1CCN(C(=O)C2c3ccccc3Oc3ccccc32)CC1	-3	0.7	-7	3	1	0.99	-20	-1
61	CCOc1ccc(NC(=O)CN(C)C(=O)C2CCN(c3ncnc4sc(C)c(C)c34)CC2)cc1OCC	-2	2.1	-6	2	11	0.91	5	-2
62	O=C(OCC(=O)N1CCOCC1)c1cc(-c2ccccc2)nc2ccccc12	-5	-0.4	3	-95	-8	1.1	-1	1
63	CC(C)N(C(=O)[C@H]1CC(CC(=O)NCCN2CCOCC2)C(=O)N2CCc3c([nH]c4ccccc34)[C@]12C)C(C)C (stereo partly drawn)	0	5.5	-1	14	-7	0.93	-11	2
64	N=c1c2c(-c3ccccc3)c(-c3ccccc3)n(Cc3ccco3)c2ncn1CCCn1ccnc1	-3	12	4	15	-11	.	.	0
65	COC(=O)Cn1c(=NC(=O)C2CC2)sc2c(C)cc(C)cc21	-2	-0.6	42	0	-10	1	-25	0
66	CCn1cc(Cl)c(C(=O)Nc2nccs2)n1	1	-2.2	4	-5	-7	0.9	6	0
67	O=C(CCCSc1nc(-c2ccco2)cc(C(F)(F)F)n1)Nc1ccc2c(c1)OCO2	4	0.6	31	15	20	0.93	7	-3
68	Cc1nc2ccc(Cl)cc2c(-c2ccccc2)c1CC(=O)O	-5	0.3	-7	11	6	0.95	-23	2
69	COc1ccc(OC)c(NC(=O)CSc2sc3c(O)cc(=O)[nH]c3c2C#N)c1	-1	-0.9	30	-10	7	1	34	-4
70	O=C(CCNS(=O)(=O)c1ccc(Cl)cc1)N1CCN(Cc2ccccc2)CC1	-3	0.3	-13	14	10	1	-18	3
71	Cc1ccc(S(=O)(=O)Nc2ccc3c4c(cccc24)CC3)c(C)c1	-6	-1.3	74*	-26	63*	0.95	-41	-42
72	Cc1ccc(C(=O)N2CCCC2)cc1S(=O)(=O)N1CCOCC1	0	-1.2	8	-8	-3	0.87	3	1
73	Cc1ccc(CSCc2ccc(C(=O)NCCC(C)C)o2)cc1	0	0.1	8	11	11	1	-2	1
74	C[C@H](NC(=O)CCC1CCC(=O)N1)c1ccccc1 (stereo partly drawn)	-2	-0.1	-1	20	1	1	-15	2

# Values in list order from the entries so far.
# Entries 62 to 72 in SENP8 block: -95, 14, 15, 0, -5, 15, 11, -10, 14, -26, -8
